# Bioassay records as filed in PubChem BioAssay.
# EBI2 antag: EBI2 receptor antagonists, beta-arrestin recruitment, primary screen, cell-based, luminescence, 7a,25-OHC stimulation, uHTS; inhibition, % at 5 µM; AID 651636, 2012; actives 0.81% (n = 360,000); 7a,25-OHC stimulated; in the data active means inhibition above about 38%;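 further: enzyme fragment complementation signal reports receptor beta-arrestin coupling in cells; 0% = agonist plus DMSO wells and 100% = wells without agonist; some results beyond the cut were filed as inactive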
# Target sequence (P32249 whole entry, looked up, the tested form may be a part): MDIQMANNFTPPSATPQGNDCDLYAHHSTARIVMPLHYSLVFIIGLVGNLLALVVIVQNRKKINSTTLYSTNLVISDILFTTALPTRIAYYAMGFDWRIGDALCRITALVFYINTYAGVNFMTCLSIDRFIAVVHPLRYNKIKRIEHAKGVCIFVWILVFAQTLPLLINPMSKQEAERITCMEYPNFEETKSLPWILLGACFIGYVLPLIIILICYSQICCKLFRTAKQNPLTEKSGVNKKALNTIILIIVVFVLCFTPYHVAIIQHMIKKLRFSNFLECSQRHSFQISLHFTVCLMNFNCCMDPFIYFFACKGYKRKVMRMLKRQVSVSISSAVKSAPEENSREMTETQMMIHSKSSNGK
# CXCR6 inh: CXCR6 receptor inhibitors, primary screen, cell-based, beta-arrestin, luminescence, CHO-K1 PathHunter, 1536-well; C-X-C chemokine receptor type 6 (Homo sapiens), O00574; inhibition, % at 20 µM; actives 0.36% (n = 360,000); AID 602244, 2012; in the data active means inhibition above about 34%, passing the limit was not always enough;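 further: antagonist mode with CXCL16 agonist at 10 nM final; 0% = 10 nM CXCL16 with DMSO and 100% = unstimulated wells without agonist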
# Target sequence (O00574 whole entry, looked up): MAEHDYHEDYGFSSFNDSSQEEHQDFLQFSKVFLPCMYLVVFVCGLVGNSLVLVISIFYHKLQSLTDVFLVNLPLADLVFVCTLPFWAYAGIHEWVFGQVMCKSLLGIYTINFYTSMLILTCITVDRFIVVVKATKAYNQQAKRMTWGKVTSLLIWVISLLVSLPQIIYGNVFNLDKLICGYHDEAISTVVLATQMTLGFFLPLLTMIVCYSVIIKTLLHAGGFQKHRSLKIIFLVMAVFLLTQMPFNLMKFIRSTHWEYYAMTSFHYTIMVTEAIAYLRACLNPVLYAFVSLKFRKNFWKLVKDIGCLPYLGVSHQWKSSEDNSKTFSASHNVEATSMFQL
# * marks the source's active call; other numbers are inactive results.
# A first look (7 entries):
SMILES,EBI2 antag,CXCR6 inh
CCOC(=O)CCCCCC(=O)Nc1ccc2c(c1)C(=O)N([C@H](C)CO)C[C@H](C)[C@@H](CN(C)S(C)(=O)=O)OCCCC[C@@H](C)O2,-6,0
CCCS(=O)(=O)NC(=O)C1(C)CCN(C(=O)c2cc(C(C)(C)C)nn2C)C1 (configuration not stated),-14,3
CCC(=O)N1CCC1(C)C(=O)Nc1ccccc1 (configuration not stated),1,-2
CNC(=O)C[C@H]1C(=O)N(C2CCCCC2)C[C@@H]1C,-1,-4
CCc1nc2ccc(C(=O)Nc3ccc4c(c3)OCC(=O)N4)cn2c1N(C)C(=O)C1CCCCC1,-3,2
CCCCC[C@H]1CCCCC[C@@H](O)C[C@H](O)[C@H](O)/C=C/C(=O)O1,0,-4
COc1ccc(-c2ccc(C(=O)NCCN(C)C)c3occc23)c(C)c1,-8,4

# The listing (from the top)
SMILES,EBI2 antag,CXCR6 inh
CCOC(=O)CCCCCC(=O)Nc1ccc2c(c1)C(=O)N([C@H](C)CO)C[C@H](C)[C@@H](CN(C)S(C)(=O)=O)OCCCC[C@@H](C)O2,-6,0
CCCS(=O)(=O)NC(=O)C1(C)CCN(C(=O)c2cc(C(C)(C)C)nn2C)C1 (configuration not stated),-14,3
CCC(=O)N1CCC1(C)C(=O)Nc1ccccc1 (configuration not stated),1,-2
CNC(=O)C[C@H]1C(=O)N(C2CCCCC2)C[C@@H]1C,-1,-4
CCc1nc2ccc(C(=O)Nc3ccc4c(c3)OCC(=O)N4)cn2c1N(C)C(=O)C1CCCCC1,-3,2
CCCCC[C@H]1CCCCC[C@@H](O)C[C@H](O)[C@H](O)/C=C/C(=O)O1,0,-4
COc1ccc(-c2ccc(C(=O)NCCN(C)C)c3occc23)c(C)c1,-8,4
COC(=O)[C@]12CCCCC=C1N(CCC1=CCCCC1)C(=O)[C@H](CC(=O)NCCc1ccccc1OC)C2,20,15
COc1cc(-c2cc(NC=O)c3ncc(-c4ccc(C(C)=O)cc4)n3c2)ccc1O,30,6
CC(C)C(=O)N1CCCC1(C)C(=O)Nc1cccc(Oc2ccccc2)c1 (configuration not stated),-8,4
O=C1NC[C@H](CCCCN2C[C@H](Cc3ccccc3)N(Cc3ccccc3)C(=O)C2=O)N(CC2CCCCC2)C1=O,-4,4
CCOC1=C2CN(S(=O)(=O)c3ccc(C)cc3)[C@H](c3cccc(Cl)c3)C[C@@H]2N(S(=O)(=O)c2ccccc2[N+](=O)[O-])[C@H](c2ccccc2)C1,-9,0
COc1cccc(CN(C)C[C@@H]2OCc3cnnn3CCCC(=O)N([C@@H](C)CO)C[C@H]2C)c1,1,8
O=C1NC[C@H](CCCCN2C[C@H](Cc3ccc(O)cc3)N(CC3CCCCC3)C(=O)C2=O)N(CCC2CCCCC2)C1=O,4,-1
COc1ccc(-c2c(Sc3ccccc3)c3cc(-c4ccc5c(c4)OCO5)ccc3n2C)cc1,5,-7
CCOC(=O)[C@]12CCC=C1N(Cc1ccco1)C(=O)[C@H](CC(=O)NCc1cccc(C(F)(F)F)c1)C2,-8,12
CC(O)(c1cccnc1)c1nc(-c2cccc(C#N)c2)cs1 (configuration not stated),0,-2
CC(C)NC(=O)N(C)C[C@@H]1OCc2cn(nn2)CCCC(=O)N([C@H](C)CO)C[C@H]1C,2,1
Nc1[nH]c(C(=O)c2ccccc2)c(-c2ccc(Br)cc2)c1C(=O)NC1CCCCC1,-67,1
COc1cccc(CN2CCC2(C)C(=O)Nc2cccc(Oc3ccccc3)c2)c1OC (configuration not stated),33,15
CC1(C(=O)NS(=O)(=O)C2CC2)CCN(C(=O)c2ccc3c(c2)OCO3)C1 (configuration not stated),-1,-2
CC(C)c1ccc(NC(=O)C2(C)Cc3c(-c4cccc(C(F)(F)F)c4)ccnc3O2)cc1 (configuration not stated),-1,9
C=CCC[C@@H](CCCCC)OC(=O)/C=C/[C@@H](O)[C@H](O)C[C@H](O)CC=C,-10,2
C#CCNC(=O)C[C@@H]1C[C@@]2(C(=O)OCC)CCCC=C2N(Cc2ccc(Cl)cc2Cl)C1=O,3,5
Brc1cccc(-c2nc3c4ccccc4ccn3c2CC2CCCCC2)c1,10,4
# Further entries:
SMILES,EBI2 antag,CXCR6 inh
CCc1nc2ccc(C(=O)NCCCn3ccnc3)cn2c1N(C)Cc1nccs1,4,-7
CCC(OC(=O)c1ccc(S(C)(=O)=O)c([N+](=O)[O-])c1)C(=O)NC1C2CC3CC(C2)CC1C3 (configuration not stated),14,17
COc1cccc(C(c2nnnn2C(C)(C)C)N2CCN(C/C=C/c3ccccc3)CC2)c1OC (configuration not stated),21,8
O=C(Nc1ccccc1)c1cc(C2CCCCN2C(=O)CCCc2ccccc2)on1 (configuration not stated),4,1
NC(=O)c1cccc(-c2cnc3c(Nc4cccc(OC(F)(F)C(F)F)c4)nccn23)c1,45*,-7
CCN(CC)C(=O)C1=C(C)N(CCCOC)C(=O)C(CC(=O)NCCN2CCOCC2)C1 (configuration not stated),-3,9
Cc1ccc(SCc2c(C(=O)N/N=C/c3ccc(C)o3)nnn2-c2nonc2N)cc1,-4,7
CC(C)CCN1CCC(CN2C(=O)C(=O)NC[C@@H]2CC(C)C)CC1,0,-9
COc1ccc(C(C)(O)c2nc(-c3ccncc3)cs2)cc1 (configuration not stated),9,-10
COCCNc1nnc(SCC(=O)c2cc(C)n(C3CC3)c2C)s1,1,-4
Cc1ccc2nc(-c3ccc(Br)cc3)cc(C(=O)NCC3CCCO3)c2c1 (configuration not stated),29,6
CCc1nc2c(OCc3cc(Cl)cc(Cl)c3)cccn2c1N(C)C(=O)c1ccc(C)cc1,9,27
O=C(/C=C/c1cccc([N+](=O)[O-])c1)OCC(=O)N1CCCCC1,-10,0
CC(=O)c1ccc(Nc2nc(C(N)c3ccccc3Cl)cs2)cc1 (configuration not stated),21,-1
CNc1cncc(-c2ccc(OC)c(OC)c2)n1,-5,-7
CC(C)n1nnnc1C1c2ccccc2C(=O)N1CCOc1ccccc1 (configuration not stated),-2,4
COc1ccc(C2C=CC(=O)CC2)c(OC)c1 (configuration not stated),-10,-5
CC1=C(C(=O)N(C(C)C)C(C)C)CC(CC(=O)NCc2cccs2)C(=O)N1Cc1ccc(F)cc1 (configuration not stated),1,-2
NC(Cc1ccc(C(F)(F)F)cc1)c1csc(NC(=O)Nc2ccccc2Cc2ccccc2)n1 (configuration not stated),0,-21
[O-][n+]1ccc(CC(O)(C(F)(F)F)C(F)(F)F)cc1,4,-1
COc1cc(N(CCCn2cnc3c(SC)ncnc32)CCCn2cnc3c(SC)ncnc32)cc(OC)c1OC,-3,-3
COc1ccc(-c2noc([C@@H]3O[C@H](CO)[C@H](O)[C@H](O)[C@H]3O)n2)cc1OC,-3,10
CCCNC(=O)C1(C)CCCN(C(=O)Cc2cccc(OC)c2)C1 (configuration not stated),3,-1
CCN(C)C1CN(Cc2cn(Cc3ccc(Cl)cc3)nn2)S(=O)(=O)C1 (configuration not stated),-11,-1
Cc1noc(NS(=O)(=O)c2ccc(NC(=O)/C=C/c3ccc(Cl)cc3Cl)cc2)c1C,-10,-2
# New compounds follow:
SMILES,EBI2 antag,CXCR6 inh
O=C(c1ccc(N2C(=O)CCC2=O)cc1)N1CCCSC1=Nc1ccccc1,0,6
O=C(COC(=O)c1cc(S(=O)(=O)N2CCOCC2)ccc1Cl)Nc1ccc(Cl)cn1,-3,-2
c1cc2cc(CNc3nc(NCC4CC4)nc4ccsc34)ccc2o1,9,1
COc1ccccc1CCn1cnc(-c2ccc(OC)c(OC)c2)c1C(C)C,17,-11
COc1ccc(Cl)cc1-c1cc(C(=O)NCc2ccco2)[nH]n1,-1,-6
CC(C)C(N)c1csc(Nc2ccc(C(=O)NCCCO)cn2)n1 (configuration not stated),0,-7
CN(C)c1ncnc2c1ncn2[C@H]1CN(Cc2ccc3c(c2)OCO3)C[C@@H](CO)O1,-3,-3
COc1cc2ccc(C(=O)O)cc2cc1OC,-6,1
COc1ccc(OC)c(S(=O)(=O)NC(=O)C2(C)CCN2C(=O)CC2CCCC2)c1 (configuration not stated),-2,2
CNc1cncc(-c2ccoc2)n1,-2,1
Cc1ccc(-c2ccc(CN3C(C(C)C)C(=O)N(Cc4cn(CCC5OCCO5)nn4)CCS3(=O)=O)cc2)c(C)c1 (configuration not stated),11,-6
NC(Cc1ccc(F)cc1)c1csc(Nc2nncc3ccccc23)n1 (configuration not stated),-7,-13
CCOC(=O)C1=CCN(S(=O)(=O)c2ccccc2Br)C1c1ccc(Br)cc1 (configuration not stated),10,7
C[C@@H]1CN([C@@H](C)CO)C(=O)c2cc(Br)cnc2O[C@H]1CN(C)S(=O)(=O)c1cccs1,-4,0
COc1ccc(OC)c(NC(=O)Nc2nnc([C@@H]3O[C@H](CO)[C@@H](O)[C@H]3O)s2)c1,4,-1
CCOC(=O)[C@]12CCC=C1N(Cc1cccc3ccccc13)C(=O)[C@H](CC(=O)NCCCCc1ccccc1)C2,18,13
COc1cccc(C(O)c2nc(-c3ccc(N(C)C)cc3)cs2)c1 (configuration not stated),-11,-8
CN1CCN(C2CN(Cc3cn(Cc4ccccc4F)nn3)S(=O)(=O)C2)CC1 (configuration not stated),-10,-6
Cc1c(C(=O)N2CCCC2(C)C(=O)NCC(C)C)oc2ccccc12 (configuration not stated),-9,1
CN(C)CCN(C)C1CN(Cc2ccc(F)cc2)S(=O)(=O)C1 (configuration not stated),-4,-8
Cc1ccccc1SCC(=O)NCC1(N2CCCCC2)CCCCC1,1,-1
COC1=C(OC)C(=O)C(CCCCCCCCCCO)=C(C)C1=O,-2,-22
NC(c1csc(Nc2cc(Oc3ccccc3)ncn2)n1)c1ccccc1Cl (configuration not stated),22,-2
COc1ccc(NC(=O)COC(=O)c2c(NC(C)=O)sc(C)c2C)cc1,-10,2
CCN1C(=O)[C@H]2[C@@H](c3ccc(OC)cc3)N[C@]3(CCCN(Cc4cccn4C)C3=O)[C@H]2C1=O,-9,-12
# Next structures
SMILES,EBI2 antag,CXCR6 inh
COc1ccc(CNC(=O)O[C@@H]2C[C@H]3C(=O)N(c4ccccc4)C(=O)[C@H]3[C@@]3(CN(S(=O)(=O)c4ccc(C)cc4)C[C@H]3C)[C@@H]2O)cc1OC,7,-4
COC(=O)CCCn1cc(CN2CC(N3CCN(Cc4cccc(C)c4)CC3)CS2(=O)=O)nn1 (configuration not stated),-3,5
CCCN(C)C1CN(Cc2cn(Cc3ccccc3)nn2)S(=O)(=O)C1 (configuration not stated),-11,2
COCCN(C(=O)COC(=O)C1CC(=O)N(c2ccc(C)cc2)C1)c1c(N)n(Cc2ccccc2)c(=O)[nH]c1=O (configuration not stated),-7,0
COc1ccc([C@H]2CC(=O)C[C@@H](CCn3cc(-c4ccc(F)cc4)nn3)O2)cc1,-5,-2
CC1(C(=O)NS(=O)(=O)Cc2ccccc2C(F)(F)F)CCN1C(=O)c1ccco1 (configuration not stated),0,-7
CCCCCCCCN1C(=O)[C@H](CC(=O)N2CCOCC2)C[C@@]2(C(=O)OCC)CCCC=C12,-2,4
CCCCN(CCCC)Cc1cc(=O)oc2cc(OC)ccc12,5,0
CCc1nc2c(OCc3ccc(C#N)cc3)cccn2c1N(C)C(=O)c1cccs1,9,3
Cc1[nH]ncc1Nc1ccccc1C(C)C,-8,-4
COc1ccc(C(O)c2nc(-c3cc(F)cc(F)c3)cs2)cc1 (configuration not stated),5,-7
CC(=O)c1cccc(NC(=O)c2cccc3c(-c4cccc(C(N)=O)c4)coc23)c1,-4,-5
O=c1ccc2c(ccc3ncccc32)o1,1,-9
CC(O)(C(=O)c1ccccc1)c1ccccc1 (configuration not stated),2,0
Cn1c(=O)c2cccnc2c(=O)n1C,4,-1
CC(=O)OC[C@]12CC[C@H]3[C@@](C)(CC[C@H]4C(C)(C)CCC[C@]34C)[C@@H]1CC(C1=CC(=O)OC1O)O2 (some centres not stated),87*,39
O=c1c2ccccc2sn1-c1cccc(Cl)c1,30,-14
C[C@H]1CN([C@@H](C)CO)S(=O)(=O)c2ccc(Br)cc2O[C@H]1CN(C)S(=O)(=O)c1ccccc1,6,0
CSc1ncnc2c1ncn2CCCN(C)Cc1ccco1,-4,2
Cn1c(=O)c2cc(NC(=S)NC3CC3)ccc2n1C/C=C/c1ccccc1,-4,-4
N#CCCN(C(=O)COC(=O)c1ccc(Cl)nc1)c1ccc2c(c1)OCCO2,-8,0
NS(=O)(=O)c1ccc(CNC(=O)c2cc(S(=O)(=O)N3CCOCC3)ccc2N2CCCC2)cc1,-8,-7
CCCc1nc2ccc(C(=O)OC)cn2c1Cc1ccc(C)cc1,1,5

# Already shown: entries from further up.
SMILES,EBI2 antag,CXCR6 inh
COc1ccc(CNC(=O)O[C@@H]2C[C@H]3C(=O)N(c4ccccc4)C(=O)[C@H]3[C@@]3(CN(S(=O)(=O)c4ccc(C)cc4)C[C@H]3C)[C@@H]2O)cc1OC,7,-4
COC(=O)CCCn1cc(CN2CC(N3CCN(Cc4cccc(C)c4)CC3)CS2(=O)=O)nn1 (configuration not stated),-3,5

# Another view of part of the listing above:
structure	EBI2 antag	CXCR6 inh
C=CCC[C@@H](CCCCC)OC(=O)/C=C/[C@@H](O)[C@H](O)C[C@H](O)CC=C	-10	2
C#CCNC(=O)C[C@@H]1C[C@@]2(C(=O)OCC)CCCC=C2N(Cc2ccc(Cl)cc2Cl)C1=O	3	5

# Entries of single compounds as entered above. Values in the order: EBI2 antag, CXCR6 inh
# C[C@H]1CN([C@@H](C)CO)S(=O)(=O)c2ccc(Br)cc2O[C@H]1CN(C)S(=O)(=O)c1ccccc1 is listed with 6, 0
# CC1(C(=O)NS(=O)(=O)Cc2ccccc2C(F)(F)F)CCN1C(=O)c1ccco1 (configuration not stated) is listed with 0, -7
# COc1ccc([C@H]2CC(=O)C[C@@H](CCn3cc(-c4ccc(F)cc4)nn3)O2)cc1 is listed with -5, -2
# CCc1nc2c(OCc3ccc(C#N)cc3)cccn2c1N(C)C(=O)c1cccs1 is listed with 9, 3

# Only part of the results is shown, so the mix of outcomes need not match the whole.
